GPR7 antag: GPR7 receptor antagonists, primary screen, cell-based, fluorescence, single concentration; inhibition, % at 4.4 µM; GPR7-expressing cells, fluorescence antagonist assay; 290,000 tested, 1.1% active; Neuropeptides B/W receptor type 1 (Homo sapiens), P48145; in the data active = inhibition above about 16%, passing the limit was not always enough;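 also: cells stimulated with the agonist NPW; 0% = agonist with vehicle and 100% = vehicle without agonist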
NALP1 yeast inh: NALP1 inflammasome inhibitors in reconstituted yeast, colorimetric, S. cerevisiae, triplicate retest; S. cerevisiae NALP1/ASC/caspase-1 growth, X-gal OD620, 72 h; inhibition, % at 10 µM; 280,000 tested, 0.61% active; AID 2071, 2009; in the data active = inhibition mostly above about 24%, no sharp cut-off; inactive = mostly below about 32%; also: some compounds called inactive have numbers as strong as hits
GalR3 antagonist: GalR3 antagonists in HEK293 cells, primary screen, cell-based, fluorescence readout; Galanin receptor type 3 (Homo sapiens), O60755; HEK293 GalR3-CNG cAMP membrane potential fluorescence; galR3 body fused to GalR1 C-terminus; inhibition, % at 3 µM; AID 651719, 2012; 360,000 tested, 0.44% active;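 active = inhibition above the screen-wide average plus 3 SD, cut at about 13% in these data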;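 also: forskolin and galanin both at EC90 stimulate the cells; cAMP rise reported by CNG channel membrane potential dye signal; 0% = forskolin plus galanin with DMSO and 100% = forskolin alone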
OXTR potentiate: human OXTR potentiators, primary screen, fluorescence, CHO-OTR cells, Fluo-8 calcium | Oxytocin receptor (Homo sapiens), P30559 | Fluo-8 calcium fluorescence, potentiator mode; 0% = oxytocin EC15, 100% = EC100 | activation, % at 3 µM | 320,000 tested, 0.061% active;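 active = activation above that plate's cutoff, the mean activation of tested compounds plus 3 SD, cut at about 6.6% in these data, passing the limit was not always enough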;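 also: 100% uses oxytocin at 75 nM as the full agonist control; some results filed as inactive read as strong as hits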
Target sequence (P30559 whole entry, looked up): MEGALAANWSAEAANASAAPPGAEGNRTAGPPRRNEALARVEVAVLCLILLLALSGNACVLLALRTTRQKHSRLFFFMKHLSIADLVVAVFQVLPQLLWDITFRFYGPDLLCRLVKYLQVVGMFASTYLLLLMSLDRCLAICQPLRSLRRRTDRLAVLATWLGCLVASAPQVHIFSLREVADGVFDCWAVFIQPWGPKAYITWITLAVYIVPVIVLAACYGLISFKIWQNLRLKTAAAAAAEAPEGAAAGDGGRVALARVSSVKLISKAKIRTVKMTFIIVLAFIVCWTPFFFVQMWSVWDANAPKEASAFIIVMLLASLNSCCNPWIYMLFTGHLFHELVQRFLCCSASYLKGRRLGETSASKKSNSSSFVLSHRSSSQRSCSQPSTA
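Material: CHO-OTR cells, human receptor; compound dosing: single dose, 3.0 µM nominal final compound concentration; schedule: 6 min compound pre-incubation at room temperature, 100 s kinetic read; measured by: kinetic Fluo-8 calcium fluorescence; read-out basis: % activation vs EC15 and EC100 oxytocin; controls: EC15 oxytocin alone as 0%, 75 nM oxytocin as 100%; replicates: singlicate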
MEKK2 WT-MEK5: modulators of MEK5 binding to wildtype MEKK2, primary screen, biochemical, multiplex bead flow cytometry, Alexa488-MEK5; Mitogen-activated protein kinase kinase kinase 2 (Homo sapiens), Q9Y2U5; Alexa488-MEK5 binding to MEKK2 WT; actives lie on both sides; binding response (% of control), % at 10 µM; 290,000 tested, 1.1% active; AID 1531, 2009; in the data active = binding response below about 67% or above about 130%
MEKK2 mut-MEK5: MEK5 binding signal on mutant MEKK2 PB1, primary screen, biochemical, multiplex bead flow cytometry, Alexa488-MEK5 | Alexa488-MEK5 binding to MEKK2 mutant | 290,000 tested, 0.35% active | percent response, % at 10 µM; in the data active = percent response above about 24%, passing the limit was not always enough; also: inactives centre near 1; some results filed as inactive read as strong as hits
V1R ag counter: agonists of human V1a receptor, primary screen, counter-screen for OXTR agonist project, fluorescence, CHO-V1R cells; Vasopressin V1a receptor (Homo sapiens), P37288; Fluo-8 calcium fluorescence, agonist mode; 0% DMSO, 100% 3 nM vasopressin; activation, % at 3 µM; 320,000 tested, 0.25% active; AID 2797, 2010;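 active = activation above the mean activation of all tested compounds plus 3 SD, per screening run, cut at about 20% in these data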;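 also: signal is peak over basal fluorescence ratio across a 100 second FLIPR read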
Target sequence (P37288 whole entry, looked up): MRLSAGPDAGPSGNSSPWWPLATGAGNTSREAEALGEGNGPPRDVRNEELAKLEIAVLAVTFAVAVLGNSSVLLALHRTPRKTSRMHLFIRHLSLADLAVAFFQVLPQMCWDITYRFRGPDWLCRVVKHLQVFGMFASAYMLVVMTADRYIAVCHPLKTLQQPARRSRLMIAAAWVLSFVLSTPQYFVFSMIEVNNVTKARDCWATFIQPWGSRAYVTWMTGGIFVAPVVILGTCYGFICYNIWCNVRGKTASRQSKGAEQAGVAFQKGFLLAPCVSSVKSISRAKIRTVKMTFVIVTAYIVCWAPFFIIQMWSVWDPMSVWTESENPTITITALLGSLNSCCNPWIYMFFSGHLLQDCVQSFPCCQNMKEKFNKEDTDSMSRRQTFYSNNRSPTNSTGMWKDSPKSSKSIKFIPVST
M18AAP inhibitor: PfM18AAP inhibitors, malaria aminopeptidase, primary screen, biochemical, QFRET, recombinant enzyme. inhibition, % at 7.35 µM. M18 aspartyl aminopeptidase (Plasmodium falciparum 3D7). AID 1822, 2009. H-Glu-NHMec fluorogenic cleavage. 290,000 tested, 1.2% active;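 active = inhibition above the campaign mean inhibition over all tested compounds plus 3 SD, cut at about 28% in these data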;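 also: 0% = plate median of test compound wells and 100% = 2 mM ZnCl2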
OXTR agonist: human OXTR agonists, primary screen, fluorescence, CHO-OTR cells, Fluo-8 calcium; Fluo-8 calcium fluorescence; normalized: DMSO 0%, oxytocin 100%; activation, % at 3 µM; 320,000 tested, 0.32% active; AID 2435, 2010;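 active = activation above the mean of all tested compounds plus 3 SD, cutoff set per screening run, cut at about 20% in these data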;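 also: peak over basal fluorescence ratio from a 100 s FLIPR kinetic read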
Active calls of the source: *; . = no result given; [ ] = another dose, or the depositor's remark.

SMILES	GPR7 antag	NALP1 yeast inh	GalR3 antagonist	OXTR potentiate	MEKK2 WT-MEK5	MEKK2 mut-MEK5	V1R ag counter	M18AAP inhibitor	OXTR agonist
Cc1cc(NCc2ccc(F)cc2)nc2cc(Cl)ccc12	-11	13	-11	-9	116	16	-1.1	-2	-1.0
Cc1ccsc1S(=O)(=O)N1CCC(CO)(CC2CCCCO2)CC1 (configuration not stated)	3	-4	-9	-16	99	-1	1.1	-5	0.1
CNc1nnc(SCC(=O)N2c3ccccc3NC(=O)CC2C)s1 (configuration not stated)	.	.	-5	2	.	.	1.0	.	1.2
COc1ccccc1/C=N/NC(=O)c1ccc(N(C)S(=O)(=O)c2ccccc2)cc1	-15	15	-6	-8	92	-6	1.0	1	-0.9
CC(C)c1nnc(NC(=O)C2CCN(c3cnccn3)CC2)s1	2	-2	-4	-15	103	2	0.4	-11	-0.4
COc1ccc(C(CNC(=O)c2cc3c(s2)CCCC3)N2CCOCC2)cc1 (configuration not stated)	-7	26	-2	-9	113	6	1.3	-1	-0.8
CCc1cc2ccc(OC)cc2nc1SCC(=O)NNC(C)=O	-16	7	-4	-1	124	6	0.1	20	-1.2
COCc1cc(C)n(CC(=O)Nc2ccccc2C(=O)OC)c(=O)c1C#N	-3	13	-1	-21	2.0*[inhibitor]	-17	0.5	7	1.0
O=S(=O)(Nc1ccon1)c1ccc(Br)cc1	-15	2	1	-4	98	-2	0.4	-2	1.1
Fc1ccc(CNc2ncccn2)cc1	-4	3	-9	3	98	0	0.1	-5	1.1
CCN1C(=C2C(=O)c3ccccc3C2=O)C=Cc2ccccc21	-1	7	-4	-2	94	-1	0.2	1	0.1
COc1ccc(Nc2nc(NCc3ccco3)nc(N/N=C/c3ccc(O)cc3)n2)cc1	-9	-14	-2	1	107	-2	0.2	17	-2.2
O=C(O)c1cc(O)ccc1NC(=O)c1cccc2ccccc12	-12	3	0	-6	122	26	-0.2	-1	-1.1
COCC(=O)NC1(c2nnnn2CCOC(=O)Nc2ccc(Cl)cc2)CCCCC1	-17	3	-2	-2	99	0	0.8	-8	0.9
O=C(OCC(=O)N1CCN(c2ccccc2)CC1)c1ccc(Cl)nc1	.	.	0	2	.	.	-0.3	.	-0.1
S=C(NCC1CCCCC1)Nc1cccnc1	-8	10	1	6	103	3	1.1	2	2.7
OC(CNc1nc(C(F)(F)F)nc2ccccc12)c1ccccc1 (configuration not stated)	-2	6	-9	-14	100	-1	7.1	-9	4.0
CC(C)Cn1c2c(c(=O)[nH]c1=O)C(C(F)(F)F)(C(F)(F)F)N=C(CCC1CCCCC1)N2	-20	25	-9	-7	99	0	11	-14	0.5
COc1nc(NCc2cccnc2)nc(OC)n1	-11	-11	0	3	108	3	-0.3	-10	0.9
Cc1ccc(C)c(N(CC(=O)N(C)C)S(C)(=O)=O)c1	-7	12	-3	-16	100	2	-0.5	5	0.0
CCn1c(SCC(=O)NCC2CCCO2)nnc1-c1ccc(Cl)cc1 (configuration not stated)	-13	10	-2	2	105	5	-0.1	-16	-0.8
CC(Sc1nnc(N)s1)C(=O)Nc1ccc(N2CCOCC2)cc1 (configuration not stated)	10	11	2	-3	89	-7	0.0	1	0.8
Cc1ccc2occ(-c3nn[nH]n3)c(=O)c2c1	-7	13	-7	-14	103	-1	0.1	15	1.1
Cc1ccc(C)c(Cn2nc3c4ccccc4n(Cc4ccccc4)cc-3c2=O)c1	-11	-5	-10	.	94	-4	.	4	.
CC(=O)Nc1ccc2nc(-c3cccs3)[nH]c2c1	-3	-3	-1	-3	.	.	0.0	1	0.9
(list continues)
SMILES	GPR7 antag	NALP1 yeast inh	GalR3 antagonist	OXTR potentiate	MEKK2 WT-MEK5	MEKK2 mut-MEK5	V1R ag counter	M18AAP inhibitor	OXTR agonist
COCCNc1c(-c2ccc(O)cc2)nc2ccc(Cl)cn12	-4	2	-3	-1	86	-6	0.6	23	-0.1
CCCCC1=CC2=C(c3ccco3)C(=O)C(C)(OC(=O)c3ccc(OC)cc3)C(=O)C2=CN1Cc1ccc2c(c1)OCO2 (configuration not stated)	.	.	.	-2	138*	1	0.1	.	-1.1
O=C(CN1C(=O)NC2(CCCC2)C1=O)NCc1cccc(Cl)c1	.	.	-2	0	.	.	-0.4	.	1.1
COC(=O)Cc1ccc(NC(=S)NCc2ccc(Cl)cc2)cc1	-7	21	-1	-11	98	-1	10	1	7.5
Cc1cccc(N/C=C(\[N+](=O)[O-])S(=O)(=O)c2ccccc2)c1	-11	-7	-4	-13	108	2	2.5	3	-0.3
Cc1ccccc1S(=O)(=O)Nc1nc2ccccc2nc1Cl	-7	-9	-4	0	99	0	1.4	1	-0.6
O=C(NC1CCCC1)c1ccc(Cl)s1	1	19	-2	-9	104	5	0.8	-2	-0.3
CCOC(=O)C1=C(C)N=c2s/c(=C\c3cccn3C)c(=O)n2C1c1cccc(OC)c1OC (configuration not stated)	-7	16	2	-16	87	-4	2.1	3	0.8
COc1ccc(NC(=O)C(CC(C)C)NC(=O)C2CCC(C)CC2)cc1 (configuration not stated)	-8	8	-6	-1	103	5	9.3	-3	-2.4
COC(=O)COc1ccc(S(=O)(=O)Nc2ccccc2SC)cc1	-4	-91	-3	-5	97	0	2.7	-11	1.9
CSc1nc2cc(C)nn2c(-c2ccccc2)c1C#N	-15	-17	-3	-6	102	2	-1.3	1	0.7
CCN1C(=O)/C(=C\c2nc3ccccc3c(=O)n2CC)c2ccccc21	-12	21	-6	-14	99	1	1.2	6	-0.2
COc1ccc(CN2CCN(Cc3c[nH]c4ccccc34)CC2)cc1	2	22	-7	-5	114	12	0.9	2	2.5
CC(C)CCCN1C(Nc2ccccc2)=NC[C@@H]1C	9	13	-3	2	98	-8	0.5	-3	1.1
Cn1c(CSc2nc3ccccc3s2)nnc1SCC(=O)NCCCN1CCOCC1	-8	7	-3	-10	118	3	0.9	0	-0.5
COCCNC(=O)CCCn1c(=O)c2ccccc2n(Cc2ccccc2C#N)c1=O	-20	2	-13	-3	107	4	0.2	3	-0.9
CSc1ncc(Cl)c(C(=O)Nc2cccc3ccccc23)n1	-6	35	2	1	102	0	0.4	2	-0.6
Cc1ccc(C(=O)Nc2cccc(-c3ccc(N4CCOCC4)nn3)c2)cc1[N+](=O)[O-]	.	.	0	3	.	.	-1.4	.	-3.0
O=C(NCc1cccc(Cl)c1)c1cnn2c1NC(c1ccco1)CC2C(F)(F)F (configuration not stated)	-2	-17	-4	-8	102	1	-1.0	3	0.2
Cc1ccc(N2NC(=O)/C(=C/c3ccc(-c4ccc(Cl)c(C(=O)O)c4)o3)C2=O)cc1	-13	18	-4	2	99	-1	0.0	-8	0.4
O=C(COc1ccccc1)OCC(=O)c1ccc(O)cc1O	.	.	-4	-2	.	.	4.7	.	4.0
COc1ccc(Cl)cc1NC(=O)CSC1=NN2CCCC(=O)N=C2S1	-3	3	-11	-9	98	0	8.3	-4	10
Cc1ccc2c(c1)Sc1c(ccc3ccccc13)N2	-10	9	-7	-3	111	6	1.3	28*	-0.3
COc1ccc(CN2CCN(c3ccc(F)cc3)CC2)c(OC)c1OC	-11	22	1	-1	111	0	3.6	-5	2.9
O=C(Nc1c2c(nn1-c1ccccc1)CS(=O)(=O)C2)C1CCCC1	4	-4	-3	-4	90	-6	-0.1	3	-0.4

Part of the list above, field by field.
COC(=O)Cc1ccc(NC(=S)NCc2ccc(Cl)cc2)cc1
  GPR7 antag: -7 | NALP1 yeast inh: 21 | GalR3 antagonist: -1 | OXTR potentiate: -11 | MEKK2 WT-MEK5: 98 | MEKK2 mut-MEK5: -1 | V1R ag counter: 10 | M18AAP inhibitor: 1 | OXTR agonist: 7.5

CC(C)CCCN1C(Nc2ccccc2)=NC[C@@H]1C
  GPR7 antag: 9 | NALP1 yeast inh: 13 | GalR3 antagonist: -3 | OXTR potentiate: 2 | MEKK2 WT-MEK5: 98 | MEKK2 mut-MEK5: -8 | V1R ag counter: 0.5 | M18AAP inhibitor: -3 | OXTR agonist: 1.1

Other results
SMILES	GPR7 antag	NALP1 yeast inh	GalR3 antagonist	OXTR potentiate	MEKK2 WT-MEK5	MEKK2 mut-MEK5	V1R ag counter	M18AAP inhibitor	OXTR agonist
O=C(CC1C(=O)NCCN1Cc1cccc(C(F)(F)F)c1)NCCc1cnccn1 (configuration not stated)	-13	29	-1	-6	111	7	1.2	-3	0.0
Cc1cccc(OCc2nnc(SCC(=O)O)n2Cc2ccccc2)c1	-4	3	1	-5	93	-3	0.2	6	0.3
CCCC[N+](C)(C)CCC(=O)NC(C)(C)CS(=O)(=O)[O-]	-2	7	-4	-5	101	5	0.4	-17	0.1
Cc1cc(C(=O)OCC(=O)N2C(C)CCCC2C)c(C)o1 (configuration not stated)	1	.	-2	-3	105	2	-0.6	-9	-0.9
Cc1nnsc1Sc1ccccn1	8	-34	0	1	96	-3	-1.0	0	-0.6
Cc1ccc(C(=O)NCCc2c[nH]c3ccccc23)c(C)c1	13	25	5	-10	104	-1	2.0	4	1.7
CCOc1ccccc1C(=O)NCC(=O)Nc1ccc2c(c1)OCO2	.	.	-4	-7	.	.	0.1	.	2.0
S=c1[nH]c(-c2ccccc2)cs1	-2	-8	-3	-4	103	2	1.3	14	0.6
COc1ccc(N2CC(C(=O)N[C@@H](CC(C)C)C(=O)NC3CCCC3)CC2=O)cc1 (some centres not stated)	-8	-11	-2	-5	102	4	-1.4	0	-0.7
Cc1cccc(CNC(=O)c2ccc3c(c2)N(C)CCS3)c1	4	2	.	0	101	-3	-0.8	2	-1.9
CCN1CCN(C(CNS(=O)(=O)c2ccccc2)c2ccccc2)CC1 (configuration not stated)	2	14	-9	5	101	1	-0.2	0	1.6
OCC[C@H]1C[C@H](O)[C@@H](O)[C@@]2(CCCO2)O1	.	.	-6	-6	102	-3	0.5	.	1.5
CC(NCc1ccco1)C(=O)N1CCc2ccccc2C1 (configuration not stated)	-10	9	-3	1	100	4	-0.5	17	-0.4
CCOC(=O)c1nnn(-c2nonc2N)c1CSc1ccc(C)cc1	6	-14	-5	-18	100	3	-0.3	7	-2.1
CCCn1cnnc1CNC(=O)C1CCC(=O)N(CCc2ccc(OC)cc2)C1 (configuration not stated)	-4	13	4	-2	101	0	0.5	-11	0.7
COC(=O)C1=C(C)NC(=O)C1(Nc1ccc(Cl)cn1)C(F)(F)F (configuration not stated)	-7	18	3	-3	106	4	-0.2	-1	-0.9
O=C(c1cccnc1)N1CCN(S(=O)(=O)c2ccc(Cl)cc2)CC1	-3	-112	1	-3	96	3	3.1	-4	0.6
COc1ccc(CCNC(=O)COC(=O)c2ccc(Br)o2)cc1	-1	9	-4	-2	111	2	1.3	-5	-1.7

Bioassay records from PubChem.
